Assay outcomes deposited in PubChem by The Scripps Research Institute Molecular Screening Center.
PAD4 FP inh – blocks human protein arginine deiminase 4; Q9UM07; inhibition, % at 6.36 µM; AID 485272; recombinant PAD4, RCA probe fluorescence polarization; 330,000 compounds, 0.41% hits;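 active = percent inhibition above a cutoff equal to the mean of all tested compounds plus 3 SD, cut at about 15% in these data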;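 note: 0% = PAD4 with RCA probe and DMSO and 100% = probe without PAD4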
Target sequence (Q9UM07 whole entry, looked up): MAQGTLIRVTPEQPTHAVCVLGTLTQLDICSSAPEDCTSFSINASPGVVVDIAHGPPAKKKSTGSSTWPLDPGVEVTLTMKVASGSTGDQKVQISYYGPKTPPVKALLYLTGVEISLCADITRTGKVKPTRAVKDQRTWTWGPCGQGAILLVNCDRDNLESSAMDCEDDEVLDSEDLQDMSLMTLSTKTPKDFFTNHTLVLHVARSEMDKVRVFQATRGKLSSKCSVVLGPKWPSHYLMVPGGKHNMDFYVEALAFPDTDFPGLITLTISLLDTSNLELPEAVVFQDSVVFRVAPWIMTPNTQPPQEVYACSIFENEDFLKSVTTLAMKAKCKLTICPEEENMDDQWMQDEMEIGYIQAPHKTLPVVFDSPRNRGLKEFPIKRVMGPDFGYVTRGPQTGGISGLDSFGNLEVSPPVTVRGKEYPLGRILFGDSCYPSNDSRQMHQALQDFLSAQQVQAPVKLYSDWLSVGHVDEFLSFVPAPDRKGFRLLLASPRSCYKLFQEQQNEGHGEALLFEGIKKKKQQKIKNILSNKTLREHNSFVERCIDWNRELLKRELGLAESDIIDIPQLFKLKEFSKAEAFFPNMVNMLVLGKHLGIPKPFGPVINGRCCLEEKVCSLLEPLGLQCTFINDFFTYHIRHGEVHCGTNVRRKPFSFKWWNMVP
LYPLA2 counter – LYPLA2 (human) inhibition in PME1 counter-screen; 320,000 compounds, 0.38% hits; inhibition, % at 5.9 µM; recombinant LYPLA2, FP-Rh probe fluorescence polarization; AID 2177;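 active = inhibition above the screen-wide mean plus 3 SD, limit set per campaign, cut at about 26% in these data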;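 note: 0% = LYPLA2 with DMSO and 100% = wells lacking LYPLA2 enzyme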
PME-1 inh – blocks human protein phosphatase methylesterase 1; Q9Y570; recombinant PME-1, FP-Rh probe fluorescence polarization; inhibition, % at 5.9 µM; 320,000 compounds, 0.53% hits; AID 2130;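 active = inhibition above the campaign mean of all compounds plus 3 SD, cut at about 26% in these data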;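 note: competitive labeling of PME-1 active site by serine hydrolase directed probe; 0% = PME-1 with DMSO and 100% = wells lacking PME-1 enzyme; inhibitors block probe labeling so polarization falls and inhibition rises; many of its hits are not listed in these tables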
PAFAH1B3 inh – PAFAH1B3 (human) inhibition | recombinant PAFAH1B3, FP-rhodamine probe, fluorescence polarization | AID 492972 | 340,000 compounds, 0.28% hits | inhibition, % at 3.39 µM;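 active = inhibition above the screen-wide average of all tested compounds plus 3 SD, cut at about 25% in these data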;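 note: 0% = enzyme with DMSO only and 100% = wells lacking PAFAH1B3 protein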
PAFAH1B2 inh – inhibitors of human PAFAH1B2; recombinant PAFAH1B2, FP-rhodamine activity probe, fluorescence polarization; P68402; 340,000 compounds, 1.2% hits; inhibition, % at 3.39 µM;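 active = inhibition above the mean of all tested compounds plus 3 SD, cut at about 24% in these data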;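 note: 0% = enzyme with DMSO and 100% = wells lacking PAFAH1B2; many of its hits are not listed in these tables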
PAFAH2 inh – inhibitors of human PAFAH2; recombinant PAFAH2, FP-rhodamine activity probe, fluorescence polarization; inhibition, % at 3.39 µM; 340,000 compounds, 0.99% hits; AID 492956;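 active = inhibition above the mean over all tested compounds plus 3 SD, cut at about 30% in these data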;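 note: inhibitors block probe labeling of enzyme so polarization drops; 0% = enzyme with DMSO and 100% = wells lacking PAFAH2 protein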
GSTO1 counter – counter-screen for RBBP9 inhibitors: inhibitors of human GSTO1; recombinant GSTO1, activity-based probe fluorescence polarization; inhibition, % at 5.96 µM; 300,000 compounds, 1.1% hits; AID 1974;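 active = inhibition above the campaign mean inhibition plus 3 SD, cut at about 35% in these data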;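 note: 0% = GSTO1-1 with DMSO and 100% = wells lacking GSTO1-1 enzyme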
pPAFAH inh – pPAFAH (human) enzyme inhibition. Q13093. recombinant pPAFAH, FP-rhodamine probe fluorescence polarization. inhibition, % at 3.39 µM. 330,000 compounds, 1.5% hits;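 active = inhibition above the mean inhibition across the screen plus 3 SD, cut at about 25% in these data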;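 note: inhibitors block binding of the rhodamine activity-based probe so polarization drops; 0% = enzyme with DMSO and 100% = wells lacking pPAFAH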
Target sequence (Q13093 whole entry, looked up): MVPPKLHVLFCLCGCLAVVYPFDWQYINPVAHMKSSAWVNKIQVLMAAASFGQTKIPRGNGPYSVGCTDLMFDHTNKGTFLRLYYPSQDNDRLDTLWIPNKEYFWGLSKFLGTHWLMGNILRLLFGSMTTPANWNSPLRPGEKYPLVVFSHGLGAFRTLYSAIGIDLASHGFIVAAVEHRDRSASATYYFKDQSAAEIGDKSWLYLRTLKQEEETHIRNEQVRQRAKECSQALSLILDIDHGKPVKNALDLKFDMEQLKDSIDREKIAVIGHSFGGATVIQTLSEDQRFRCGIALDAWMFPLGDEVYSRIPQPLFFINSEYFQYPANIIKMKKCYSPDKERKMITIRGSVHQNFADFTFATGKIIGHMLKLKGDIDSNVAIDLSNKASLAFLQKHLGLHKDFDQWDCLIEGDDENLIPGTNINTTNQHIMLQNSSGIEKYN
LYPLA1 counter – counter-screen for PME1 inhibitors: inhibitors of human LYPLA1; O75608; AID 2174; 320,000 compounds, 0.16% hits; inhibition, % at 5.9 µM; recombinant LYPLA1, FP-Rh probe fluorescence polarization;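 active = inhibition above the mean of all tested compounds plus 3 SD, set per campaign, cut at about 14% in these data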;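 note: inhibitors block serine hydrolase probe labeling of LYPLA1 so polarization falls; 0% = enzyme with DMSO and 100% = wells lacking LYPLA1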
* marks the source's active call; other numbers are inactive results; x = not tested or not shown. These rows are one share of the data (hit frequency here may not be typical).

Sample of the layout:
SMILES | PAD4 FP inh | LYPLA2 counter | PME-1 inh | PAFAH1B3 inh | PAFAH1B2 inh | PAFAH2 inh | GSTO1 counter | pPAFAH inh | LYPLA1 counter
Cn1nnc(NC(=O)CSc2nnnn2-c2ccc(F)cc2)n1 | -5 | 0 | -8 | 12 | 4 | 0 | 4 | -2 | -3
O=C(O)c1cc(NC(=O)C2CCCO2)cc(C(=O)O)c1 (stereo not given) | 0 | -1 | -1 | 7 | -1 | 1 | 0 | -4 | 1
COc1ccc(NC(=O)C2CCN(c3cc(C)nc(-c4ccccc4)n3)CC2)cc1 | 0 | 8 | -4 | 7 | 5 | -6 | -2 | 1 | -2
O=C(COc1ccccc1)N1CCN(S(=O)(=O)c2cccs2)CC1 | 1 | -3 | -11 | 1 | 2 | -1 | 3 | -8 | -3
O=C(Nc1cccnc1)c1cccc([N+](=O)[O-])c1 | -2 | 2 | -4 | 2 | 8 | -2 | 3 | -3 | -3
CC(C)C[C@@]12C(=O)N(c3cccc(Br)c3)C(=O)N1[C@H](c1ccc(Cl)cc1)[C@@H]1C(=O)N(C3CCCCC3)C(=O)[C@@H]12 | 0 | -3 | -1 | 5 | -1 | 0 | -3 | -2 | -1
COCCn1c(SCC(=O)Nc2nnc(C)s2)nnc1-c1c[nH]c2ccccc12 | 0 | -1 | 1 | 2 | 5 | 1 | -8 | 2 | -2
CSc1ncc(Cl)c(C(=O)Nc2cccc(Cl)c2)n1 | -4 | 9 | -7 | 1 | -2 | -3 | -8 | -2 | -3
Cc1onc(-c2ccccc2)c1-c1csc(N/N=C/c2ccccc2)n1 | -9 | 1 | -4 | 3 | 1 | -1 | -5 | 9 | -1
COc1cccc(OC)c1C(=O)NC(=S)Nc1ccc(S(=O)(=O)Nc2nccs2)cc1 | -4 | 0 | 3 | 6 | 4 | 6 | -17 | 3 | 3

Results (from the top)
SMILES | PAD4 FP inh | LYPLA2 counter | PME-1 inh | PAFAH1B3 inh | PAFAH1B2 inh | PAFAH2 inh | GSTO1 counter | pPAFAH inh | LYPLA1 counter
Cn1nnc(NC(=O)CSc2nnnn2-c2ccc(F)cc2)n1 | -5 | 0 | -8 | 12 | 4 | 0 | 4 | -2 | -3
O=C(O)c1cc(NC(=O)C2CCCO2)cc(C(=O)O)c1 (stereo not given) | 0 | -1 | -1 | 7 | -1 | 1 | 0 | -4 | 1
COc1ccc(NC(=O)C2CCN(c3cc(C)nc(-c4ccccc4)n3)CC2)cc1 | 0 | 8 | -4 | 7 | 5 | -6 | -2 | 1 | -2
O=C(COc1ccccc1)N1CCN(S(=O)(=O)c2cccs2)CC1 | 1 | -3 | -11 | 1 | 2 | -1 | 3 | -8 | -3
O=C(Nc1cccnc1)c1cccc([N+](=O)[O-])c1 | -2 | 2 | -4 | 2 | 8 | -2 | 3 | -3 | -3
CC(C)C[C@@]12C(=O)N(c3cccc(Br)c3)C(=O)N1[C@H](c1ccc(Cl)cc1)[C@@H]1C(=O)N(C3CCCCC3)C(=O)[C@@H]12 | 0 | -3 | -1 | 5 | -1 | 0 | -3 | -2 | -1
COCCn1c(SCC(=O)Nc2nnc(C)s2)nnc1-c1c[nH]c2ccccc12 | 0 | -1 | 1 | 2 | 5 | 1 | -8 | 2 | -2
CSc1ncc(Cl)c(C(=O)Nc2cccc(Cl)c2)n1 | -4 | 9 | -7 | 1 | -2 | -3 | -8 | -2 | -3
Cc1onc(-c2ccccc2)c1-c1csc(N/N=C/c2ccccc2)n1 | -9 | 1 | -4 | 3 | 1 | -1 | -5 | 9 | -1
COc1cccc(OC)c1C(=O)NC(=S)Nc1ccc(S(=O)(=O)Nc2nccs2)cc1 | -4 | 0 | 3 | 6 | 4 | 6 | -17 | 3 | 3
Oc1sc(C=Nc2ccc(F)cc2)c2ccccc12 | -1 | 8 | 7 | 12 | 6 | 0 | -3 | 7 | -2
Cc1cc(NC(=O)COc2ccc3ccccc3c2Br)no1 | -12 | x | x | 6 | 4 | 3 | x | 3 | x
CCOC(=O)C(C)(C)N(Cc1ccc(C)cc1)S(=O)(=O)c1ccc(Cl)c([N+](=O)[O-])c1 | 6 | 2 | -5 | 2 | 1 | -1 | 62* | 1 | -3
O=C(Cn1nnc2ccccc21)c1ccc(Br)cc1 | -3 | 12 | 1 | 12 | 1 | -10 | 3 | -1 | 1
CC(=O)c1c(C)[nH]c(C(=O)NC2=NCCS2)c1C | -2 | -4 | -1 | 2 | 7 | -3 | 1 | 2 | -3
CCOC(=O)C1CCN(C(=O)C2CCC(=O)N(CC3CCCCC3)C2)CC1 (stereo not given) | -5 | -2 | 0 | 5 | 3 | -2 | 2 | -3 | -4
O=C(Nc1ccccc1NC(=O)C1CCCO1)c1ccco1 (stereo not given) | -2 | 0 | 2 | 4 | 1 | 6 | 0 | -4 | 3
CCC(C)[C@H](NS(=O)(=O)c1ccc(C)cc1)C(=O)N1CCC(C(=O)N2CCC(C(N)=O)CC2)CC1 (stereo not given in full) | -1 | 5 | 4 | -1 | 7 | 2 | 7 | 0 | 6
O=C(CSc1nc2ccccc2c(=O)n1Cc1ccco1)N1CCCC1 | 1 | 9 | -1 | 2 | 3 | 9 | 6 | 1 | 4
CC(C)c1ccc(NC2CCCN(C(=O)c3cc(C(C)C)nc(N)n3)C2)cc1 (stereo not given) | 1 | 4 | 3 | 7 | 6 | 3 | -2 | 5 | 2
O=C(CCc1nc2ccccc2s1)Nc1ccccc1 | -5 | 8 | 0 | 5 | 4 | -3 | 4 | 2 | 3
CC(=O)NCc1ccc(-c2csc(NC(=O)CCCc3nc4ccccc4c(=O)[nH]3)n2)cc1 | 0 | 6 | -9 | 7 | 3 | 2 | x | -3 | 0
CC1(C)CC(=O)C2=C(C1)NC1=C(C(=O)c3ccccc31)C2c1cccnc1 (stereo not given) | -8 | 3 | -4 | 7 | 2 | 1 | -4 | 7 | -1
CCOC(=O)c1[nH]c(C)c(C(=O)OCC)c1C | 1 | -3 | -3 | -6 | 4 | 1 | 7 | 1 | 3
CC1=CC(c2ccccc2)n2ncnc2N1 (stereo not given) | 5 | -1 | -1 | 0 | 2 | 1 | 9 | 0 | 1
SMILES | PAD4 FP inh | LYPLA2 counter | PME-1 inh | PAFAH1B3 inh | PAFAH1B2 inh | PAFAH2 inh | GSTO1 counter | pPAFAH inh | LYPLA1 counter
C[C@]12c3[nH]c4cc(-c5ccco5)ccc4c3CCN1C(=O)[C@@H](CC(=O)NCc1cccc(C(F)(F)F)c1)C[C@@H]2C(=O)N1CCOCC1 | -2 | x | x | 7 | 2 | -1 | x | 13 | x
Cc1ccc(S(=O)(=O)N2CCOCC2)cc1NC(=O)COC(=O)CNC(=O)c1ccc(Oc2ccccc2)cc1 | -2 | 0 | 4 | 4 | -2 | 4 | 13 | 28* | -3
CCc1cc(=O)oc2cc(C)cc(OC(C)C(=O)NCc3ccncc3)c12 (stereo not given) | 4 | -1 | -1 | -2 | 0 | -2 | 3 | 12 | 2
O=C(Cc1ccccc1)N/N=C/c1ccc([N+](=O)[O-])s1 | -11 | 0 | -9 | 6 | -5 | -8 | 18 | 7 | -2
CC1CCCCC1N1CN=C(Nc2nc3ccccc3s2)NC1 (stereo not given) | 2 | 4 | -5 | 3 | 0 | -10 | -2 | 0 | -2
COc1ccc2oc(C(=O)NC(C)c3ccccn3)c(C)c2c1 (stereo not given) | -5 | x | x | 9 | 5 | 0 | x | 10 | x
CSc1nc(Cl)cc(=O)[nH]1 | 0 | 3 | -4 | 7 | -3 | 3 | -1 | 1 | 1
O=C(N/N=C/c1ccsc1)c1cc(-c2cccs2)nc2ccccc12 | 1 | -43 | -8 | 0 | 0 | -9 | -1 | 5 | -17
NC(=O)CN(c1ccc(Cl)cc1)S(=O)(=O)c1ccccc1 | 1 | 11 | 7 | 2 | 5 | 7 | 0 | 1 | 1
O/N=C/c1ccc2ccccc2n1 | 1 | -1 | 2 | 2 | -1 | -9 | 8 | 4 | -5
COc1cc(NC(=S)NC(=O)c2ccc(F)cc2)ccc1NC(=O)c1ccco1 | 1 | 4 | 0 | 6 | 4 | -5 | 3 | 4 | -1
O=C(CN1CCN(c2ccccc2F)CC1)Nc1ccc2c(c1)CCC2 | 1 | 8 | 0 | 6 | 0 | 5 | -1 | 8 | 6
CCOC(=O)C(Cc1cc(C(C)=O)ccc1OCC)C(=O)OCC | -2 | -2 | 4 | -2 | 1 | 0 | -11 | 4 | 2
Cc1ccc(NC(=O)COc2coc(CN3c4ccccc4CC3C)cc2=O)c(C)c1 (stereo not given) | -1 | 8 | 1 | 3 | 8 | 4 | -4 | 5 | 2
Cc1nc2cc(C(F)(F)F)ccc2n1C1CCN(CC(=O)N2CCOCC2)CC1 | 0 | -2 | -7 | 0 | -1 | -1 | 0 | 0 | 0
O=C(CSc1nc2nc[nH]c2c(=O)[nH]1)NC1CCCCC1 | 6 | 6 | -4 | 4 | 6 | 3 | 0 | -2 | -1
O=C(NCc1ccccc1)C1C(=O)N(Cc2ccccc2)C(=O)C1C1(O)CCCC1 (stereo not given) | -1 | 3 | 5 | 2 | 5 | 3 | 1 | 2 | 9
O=C(CSc1nc2ccccc2o1)NC1CCCC1 | -4 | 4 | 7 | 3 | 7 | 2 | 0 | 4 | 0
CC1CC(C)CN(C(=O)Cn2cc(C=O)c3ccccc32)C1 (stereo not given) | -3 | 13 | 1 | 0 | 8 | -3 | -7 | 0 | 1
COc1ccc2ccccc2c1/C=N/NC(=O)c1ccc([N+](=O)[O-])cc1 | 1 | 0 | -5 | 1 | 1 | 1 | -5 | 3 | -4
Oc1ccc(Br)cc1/C=N/Nc1ncc(-c2ccccc2)cn1 | 1 | 1 | 3 | 6 | 3 | 2 | 4 | 10 | 1
CCOC(=O)C1=C(C)N=c2sc(=C(C)C)c(=O)n2C1c1ccc(N(C)C)cc1 (stereo not given) | 3 | -5 | -4 | 14 | 6 | 10 | 11 | 3 | 1
CC(C)c1ccc(S(=O)(=O)N2CCN(C(=O)CCNS(=O)(=O)c3ccccc3F)CC2)cc1 | -1 | 2 | 2 | 6 | 6 | 2 | 13 | 6 | 2
CCCOc1ccc(N2C(=O)CC(N3CCN(CCN=CC4C(=O)CC(C)(C)CC4=O)CC3)C2=O)cc1 (stereo not given) | -8 | 7 | -2 | 7 | 2 | 1 | 0 | 0 | 5
O=C(NNS(=O)(=O)c1ccc(Br)cc1)c1cccs1 | -2 | -2 | -5 | 1 | 21 | -4 | 6 | -1 | -5
Cc1cccc([C@H](NC(=O)OC(C)(C)C)C(=O)OC(C)(C)C)c1 | 0 | -3 | -2 | 1 | 5 | 8 | x | 0 | 2
COc1cc(/C=C(/C#N)c2ccc(C)cc2)ccc1Oc1ccc([N+](=O)[O-])cn1 | -3 | 6 | -3 | -7 | 2 | -2 | -3 | 2 | -4
CCCCN(C)c1nc(-c2ccco2)c2c(c1C#N)CC(C)(C)OC2 | -5 | 2 | -4 | 7 | 5 | -5 | -12 | 13 | 2
CCc1nnc(NC(=O)CSc2nnc(-c3c[nH]c4ccccc34)n2CC)s1 | 3 | 3 | -5 | 7 | 8 | 0 | 7 | 3 | 2

Two compounds from above, reduced to PAFAH2 inh and PAFAH1B3 inh:
molecule	PAFAH2 inh	PAFAH1B3 inh
CSc1nc(Cl)cc(=O)[nH]1	3	7
NC(=O)CN(c1ccc(Cl)cc1)S(=O)(=O)c1ccccc1	7	2
